Assay outcomes: PubChem BioAssay, National Center for Advancing Translational Sciences (NCATS)
KDM5B inh – blocks human KDM5B histone demethylase activity | Q9UGL1 | KDM5B demethylase, FDH-coupled NADH fluorescence (FDH is formaldehyde dehydrogenase) | Potency, µM (highest dose often 57.7 µM), for the others: at the highest dose activity change, negative = inhibition, hits mostly inhibitors | 220,000 compounds, 2.6% hits; active = well fitted inhibition curve with a large enough effect; inconclusive = small, poorly fitted or top-dose-only effect; inactive = no such curve, though single readings can be large or run the other way; also: 0% is about no effect; nearly all actives have a fitted effect of over 70% in size
Target sequence (Q9UGL1 whole entry, looked up): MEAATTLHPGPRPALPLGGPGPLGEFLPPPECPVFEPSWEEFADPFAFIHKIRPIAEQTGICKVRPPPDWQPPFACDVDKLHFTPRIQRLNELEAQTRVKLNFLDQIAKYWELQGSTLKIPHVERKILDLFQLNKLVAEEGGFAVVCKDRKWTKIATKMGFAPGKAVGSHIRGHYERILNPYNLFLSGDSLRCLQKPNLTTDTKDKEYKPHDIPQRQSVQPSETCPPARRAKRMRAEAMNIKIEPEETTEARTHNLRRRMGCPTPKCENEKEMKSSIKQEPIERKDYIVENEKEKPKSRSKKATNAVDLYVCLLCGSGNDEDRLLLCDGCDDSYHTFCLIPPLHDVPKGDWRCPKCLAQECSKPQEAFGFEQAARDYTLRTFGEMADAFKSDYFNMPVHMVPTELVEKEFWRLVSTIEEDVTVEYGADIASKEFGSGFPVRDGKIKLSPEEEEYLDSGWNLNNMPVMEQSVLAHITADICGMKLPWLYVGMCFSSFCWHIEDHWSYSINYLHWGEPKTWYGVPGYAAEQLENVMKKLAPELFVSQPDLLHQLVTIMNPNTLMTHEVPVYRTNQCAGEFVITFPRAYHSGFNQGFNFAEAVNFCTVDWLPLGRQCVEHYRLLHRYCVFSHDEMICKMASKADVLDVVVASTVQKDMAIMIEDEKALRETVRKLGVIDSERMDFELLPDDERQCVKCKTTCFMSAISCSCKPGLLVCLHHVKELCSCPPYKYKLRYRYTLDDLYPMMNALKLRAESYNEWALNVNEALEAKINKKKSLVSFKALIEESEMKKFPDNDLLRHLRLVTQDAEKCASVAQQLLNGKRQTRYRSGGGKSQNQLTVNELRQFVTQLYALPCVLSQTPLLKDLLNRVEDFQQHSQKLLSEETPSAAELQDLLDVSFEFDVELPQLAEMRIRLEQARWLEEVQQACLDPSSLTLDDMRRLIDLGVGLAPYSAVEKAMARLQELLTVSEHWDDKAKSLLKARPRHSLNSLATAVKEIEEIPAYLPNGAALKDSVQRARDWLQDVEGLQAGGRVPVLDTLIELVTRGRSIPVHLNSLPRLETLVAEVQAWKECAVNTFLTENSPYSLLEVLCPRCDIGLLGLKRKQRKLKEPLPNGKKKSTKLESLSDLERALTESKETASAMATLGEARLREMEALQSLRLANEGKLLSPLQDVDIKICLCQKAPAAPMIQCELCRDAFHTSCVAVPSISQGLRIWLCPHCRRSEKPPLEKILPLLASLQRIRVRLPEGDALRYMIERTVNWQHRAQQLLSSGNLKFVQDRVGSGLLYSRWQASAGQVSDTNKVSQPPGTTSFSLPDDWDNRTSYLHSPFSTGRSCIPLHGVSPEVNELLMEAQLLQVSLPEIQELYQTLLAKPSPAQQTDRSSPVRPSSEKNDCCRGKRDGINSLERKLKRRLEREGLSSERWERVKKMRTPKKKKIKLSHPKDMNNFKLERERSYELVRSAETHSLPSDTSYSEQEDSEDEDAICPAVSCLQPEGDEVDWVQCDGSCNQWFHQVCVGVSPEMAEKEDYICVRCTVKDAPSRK
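Measured: NADH fluorescence change, 30 min, RT. System: KDM5BΔAP 200 nM final, H3K4me3 peptide, α-KG, Fe(II), ascorbate, NAD⁺ plus FDH, pH 7.5 HEPES. Compounds: titrated, 10 min pre-incubation with enzyme.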
Starred values were filed as active, the others as inactive; i = inactive; ? = inconclusive; [ ] = another dose, or the depositor's remark. Potency is read from the fitted curve at half-maximal effect.

KDM5B inh,SMILES
27.6%,COCCN1C(=O)CS(=O)C12CCN(C(=O)Nc1cccc(F)c1)CC2 (centres undefined)
i,Oc1ccc(-c2nc3ccc(Cl)cn3c2Nc2ccc(Cl)cc2)cc1
12.0%,CCCc1c(C(=O)OCC)nnc2c(-c3ccc(Cl)cc3)c(C)nn12
1.8%,Cc1cccc(NC(=S)NN=C2CCCC2)c1C
6.1%,COC(=O)c1ccc(COC(=O)c2ccc(Cl)c(Cl)c2)cc1
7.0%,CCOc1ccc(CCNC(=O)CCCc2nnc3n(C)c(=O)c4sccc4n23)cc1OCC
?,O=C(O)c1cc([N+](=O)[O-])ccc1OC(F)F
39.6%[86.2 µM],COc1ccc(O[C@H]2COCCN(C(=O)c3ccc(C(F)(F)F)cc3)C2)cc1
20.3%,C=CCOc1ccc(CNC2CCN(S(C)(=O)=O)CC2)cc1CC=C
?,CCC(CC)NC(=O)COc1ccc2ccc(=O)oc2c1
-9.0%,COC(=O)[C@@H]1C[C@@H](NC(=O)c2ccc(-c3nnn(C)n3)cc2)CN1C
-22.2%,COc1ccc(Cl)cc1C(=O)Nc1nnc2n1CCS2
?,CCOc1ccc(OCC(=O)Nc2c(C(=O)Nc3ccc(C)cc3)oc3ccccc23)cc1
-4.9%,CCOc1ccc(CNS(=O)(=O)c2ccc(-c3cc(C(F)(F)F)on3)s2)cc1
5.3%,COc1ccc(CCC(=O)N2CCC3(CC2)N(C)C(=O)CS3=O)cc1 (centres undefined)
-24.4%,COCCNC(=O)CN1C(=O)CCn2nc(-c3cn(C)c4ccccc34)cc21
3.5%,O=C(Nc1ccc(C(=O)OCc2cc(=O)n3c4c(sc3n2)CCCC4)cc1)c1ccc(Cl)cc1
-11.7%,COc1ccc(NC(=O)O[C@@H]2CO[C@H]3[C@@H]2OC[C@@H]3NS(=O)(=O)c2ccc3ccccc3c2)cc1
-6.8%,Cn1c(=O)c2c(ncn2Cc2cccc(Cl)c2)n(C)c1=O
5.0%[115 µM],COc1cccc(N2C(=O)NC(=NC3CCCC3)C23CCCN(C(=O)c2ccccc2OC)C3)c1 (centres undefined)
-19.7%,COC(=O)c1ccc(CN2CCCC2)cc1
?,O=C(Nc1cccc(F)c1)N1CCCC1c1nc(C2CCOCC2)no1 (centres undefined)
?,N#Cc1ccccc1NC(=O)C(=O)NCCc1csc(-c2ccc(F)cc2)n1
-1.9%,CCCN(C(=O)Cn1nc(Cc2cccnc2)c2ccccc2c1=O)c1cccc(Cl)c1
5.0%[86.2 µM],COCCN[C@H]1[C@@H]2OC[C@@H](O2)[C@@H](NCc2ccccn2)[C@@H]1O
-23.0%,CCOc1ccc(NC(=O)N2CCN(c3ccc(Cl)c(Cl)c3)CC2)cc1
28.4%,O=C1CNC(=S)N1C(CO)c1ccccc1 (centres undefined)
?,COc1cc(Cl)c(C)cc1NC(=O)c1ccc(-n2cccn2)cc1
-11.1%,Cc1ccc(CNC(=O)c2nnc(Cc3cccc(F)c3)o2)cc1
10.6%,COc1ccc(C(C)NC(=O)CN2C(=O)NC3(CCOCC3)C2=O)cc1 (centres undefined)
?,CC(C)c1ccc(CN2CCc3c(n(Cc4ccccc4)n(-c4ccccc4)c3=O)C2)cc1
?,CC(C)CCNC(=O)c1cc(-c2cccs2)nc2ccccc12
-10.4%[86.2 µM],O=C(N[C@H]1CO[C@H]2[C@@H]1OC[C@@H]2n1nnnc1-c1ccccc1)C1CC1
6.6%,Cc1nnc(SCC(=O)c2ccccc2)n1Cc1ccccc1
-12.6%,CCC(CC)c1nc(C#N)c(NCc2ccccc2)o1
17.6%,CC(C)OCCCNC(=O)CCC1CCN(C(=O)c2ccccc2)CC1
27.1%,COc1cccc(OCc2nc(C(=O)N3CCC4(CC3)CNC(=O)O4)co2)c1
79.4µM*,COCCCNc1nc2c(S(=O)(=O)c3ccc(C)cc3)nnn2c2ccccc12
-13.2%,Cc1ccc(N(CC(=O)N2CCN(c3cccc(Cl)c3)CC2)S(=O)(=O)c2c(C)noc2C)cc1
10.8%,Cc1cc(SCC(=O)NC(N)=O)nc2ccccc12
5.3%,S=C(NCCSc1ccc(Cl)cc1)NC1CCCC1
20µM*,N#Cc1cccc(-c2cn3c(n2)N(C(=O)c2ccncc2)CCC3)c1
6.2%,CCCC(=O)Nc1nnc(Cc2ccc(OC)c(OC)c2)s1
-4.6%,O=C(NCC(O)c1ccc(F)cc1F)c1ccc(=O)[nH]c1 (centres undefined)
?,CCCc1cc(=O)oc2cc(OCc3cc(C(C)=O)ccc3OC)ccc12
11.8%,CC(=O)N1CCN(Cc2ccc(OCCCN3CCOCC3)cc2)CC1
12.9%,O=C(Nc1ccc(NC2CCCCC2)cc1)c1nc(Cl)ccc1Cl
9.6%[86.2 µM],O=C1Cc2c(-c3ccsc3)n[nH]c2CN1CC1CCOCC1

Quoted at random: seven records from the list.
KDM5B inh,SMILES
6.2%,CCCC(=O)Nc1nnc(Cc2ccc(OC)c(OC)c2)s1
9.6%[86.2 µM],O=C1Cc2c(-c3ccsc3)n[nH]c2CN1CC1CCOCC1
5.3%,S=C(NCCSc1ccc(Cl)cc1)NC1CCCC1
20µM*,N#Cc1cccc(-c2cn3c(n2)N(C(=O)c2ccncc2)CCC3)c1
-13.2%,Cc1ccc(N(CC(=O)N2CCN(c3cccc(Cl)c3)CC2)S(=O)(=O)c2c(C)noc2C)cc1
11.8%,CC(=O)N1CCN(Cc2ccc(OCCCN3CCOCC3)cc2)CC1
79.4µM*,COCCCNc1nc2c(S(=O)(=O)c3ccc(C)cc3)nnn2c2ccccc12

Next part.
KDM5B inh,SMILES
2.5%,CN(CC1CCOC1)C(=O)c1ccc(F)cc1Cl (centres undefined)
5.1%,CC(=O)c1cccc(NCC(=O)Nc2ccc(C#N)cc2)c1
?,Cc1ccc(NC(=O)Cn2ccn3nc(-c4ccc(F)cc4)c(CO)c3c2=O)cc1C
?,CC(C)c1nc(NCCN2CCOCC2)c(C#N)c2c1CCCC2
-14.0%,CCNC(=O)[C@@H]1C[C@H](NC(=O)c2cc(C)on2)CN1Cc1cnn(CC)c1
-18.9%,CC(C)NC(=O)N1CCOc2ccc(CCC(N)=O)cc2C1
-7.0%,O=C(Nc1nonc1-c1ccc(Br)cc1)c1ccco1
-4.6%,COc1cccc(S(=O)(=O)N2CCCCC2c2nc(C3CC3)n[nH]2)c1 (centres undefined)
11.8%[86.2 µM],CN(C)Cc1cc(CC2(NCc3ccc4c(c3)OCO4)COC2)no1
79.4µM*,COCCNc1nc2c(S(=O)(=O)c3ccc(C)c(C)c3)nnn2c2ccccc12
-23.0%,CC1=CCC(/C=N/NC(N)=S)CC1 (centres undefined)
-6.1%,CCc1ccc(NC(=O)CN(c2cccc(C)c2C)S(C)(=O)=O)cc1
-4.2%,CCCCC(=O)Nc1ccc(O)c(-c2nc3cc(CC)ccc3o2)c1
-13.6%,COc1c(Cl)cc(Cl)cc1C(=O)Nc1cccc(-c2nc3ccccc3o2)c1C
?,COc1ccccc1/C=C(\C#N)c1nc(-c2cc3ccccc3oc2=O)cs1
-4.1%,O=C1CCCCCCCC(=O)OCCCCCCO1
-6.7%,CC1CCC(NC(=O)CCN2C(=O)C3CC=CCC3C2=O)CC1 (centres undefined)
?,O=C(NCC1CCCN(Cc2cccc(-c3ccco3)c2)C1)c1cccs1 (centres undefined)
2.5%,COc1cc(OC)c(NC(=O)Cn2c(=O)cc(C(F)(F)F)c3c(C)nn(C)c32)cc1Cl
-2.4%[86.2 µM],CC(C)(CC(=O)O)CC(=O)N1CC[C@H]2NC(=O)N(c3ccccc3)C(=O)[C@H]21
13.9%[86.2 µM],CN(Cc1ccccc1C(F)(F)F)C(=O)Nc1ccccc1
?,O=C(c1cc(-c2cccs2)nc2ccccc12)N1CCN(CCO)CC1
6.8%,CCOCc1nc(C2CCCN(C(=O)c3ccc(C)cc3)C2)no1 (centres undefined)
-15.5%,O=C(Cc1noc(C(=O)NCc2cccc(F)c2)n1)Nc1cccc2ncccc12
-4.0%[149 µM],CN(C)c1ccc(CN2CCn3c(nnc3-c3ccncc3)C2)cc1
?,Cn1c(SCc2cc(=O)n3[nH]cc(C#N)c3n2)nnc1-c1ccc(Cl)cc1
?,CCN(C(=O)CSc1nc(-c2ccc(C(C)C)cc2)no1)c1cccc(C)c1
-10.9%,O=C(Nc1ccc(F)cc1)c1cc(-c2ccccn2)nc2ccccc12
-25.1%,COc1ccc(CNC(=O)c2cc3c(n2C)CCN(Cc2ccccc2)C3)cc1OC
?,O=C(NCCc1ccccc1)c1ccc(CSc2nc3ccncc3n2Cc2cccc(F)c2)cc1
-32.0%,COc1ccc(CCc2nc3nccc(-c4ccco4)n3n2)cc1OC
-17.1%,C=Cc1ccc(Cn2c(=O)cc(C)c3c(C)nn(-c4ccccc4)c32)cc1
-17.4%,CSc1nc2ccc(S(=O)(=O)NCc3ccccc3)cc2s1
1.9%,Cc1ccc(N(CC(=O)NC2CCCCC2)C(=O)CNC(=O)c2cccs2)cc1
?,COC(=O)C1=C(C)N=C2SC=C(CC(=O)N3CCCC3)N2C1c1ccccc1OC (centres undefined)
16.9%,CCc1ccc(CNC(=O)CN2C(=O)NC3(CCS(=O)(=O)CC3)C2=O)cc1
4.3%,CCn1ncc(Br)c1C(=O)Nc1cc(C)on1
13.7%,CC(=O)C1CCC2C3CCC4=CC(=O)CCC4(C)C3CCC12C (centres undefined)
11.4%,CN1C(=O)COc2ccc(NC(=O)C(=O)NC3CCCCC3)cc21
-0.3%,N#Cc1cn(CC(=O)Nc2cc(F)cc(F)c2)c2ccccc12
-32.1%[86.2 µM],Cc1cc(C(=O)N[C@H](C)c2onc(-c3ccc(F)cc3)c2C(=O)O)c(C)o1
5.5%,Cc1ccc(OCC(=O)Nc2ccc(OCc3cc(=O)n4ccsc4n3)cc2)cc1
?,COCCCNc1nc2c(S(=O)(=O)c3c(C)cc(C)cc3C)nnn2c2ccccc12
-1.1%,Cc1noc(C)c1COC(=O)c1ccc(Cl)c(S(=O)(=O)N2CCCCCC2)c1
?,CN(C)CCCN(C(=O)CCc1ccccc1)c1nc2ccc(Br)cc2s1
9.6%,Cc1c(Cn2cc(-c3cncnc3)nn2)oc2ccccc12
?,O=c1c(C(F)(F)F)nc2ccccc2n1CC(O)COCc1ccccc1 (centres undefined)
16.4%,CC(C)c1nnc(NC(=O)COc2ccccc2[N+](=O)[O-])s1
-3.4%,CSc1cccc(NC(=O)C2CCCN(S(=O)(=O)c3cccs3)C2)c1 (centres undefined)
14.9%,CC(C)OC(=O)c1cc2cc(Br)ccc2oc1=O
4.3%,Cc1ccc(N2CCN(Cc3nnc(-c4ccccc4F)o3)CC2)c(C)c1
-9.5%,COc1ccc2oc(=O)c(S(=O)(=O)N3CCCC(C)C3)cc2c1 (centres undefined)
?,Cc1cccc(N(C)c2nc3ccc(C)cc3n3cnnc23)c1
-29.7%,COCCN1CCC(CN(Cc2ccncc2)C(=O)c2cnco2)CC1
-17.1%,CSc1ccccc1OCc1cc(C(=O)N2CCN(c3ncccn3)CC2)no1
-7.3%,COc1cccc(C(=O)NCCCNC(=O)c2nc3ccccc3c(=O)[nH]2)c1
2.1%,CCc1ccc2oc(C(=O)Nc3ccc(S(=O)(=O)Nc4cc(C)nc(C)n4)cc3)cc(=O)c2c1
8.9%,CCOC(=O)NCc1ccc(OC)cc1
9.5%,Cc1ccc(NC(=O)Cn2cnc(S(=O)(=O)N3CCOCC3)c2)c(Cl)c1
?,COc1ccc(OC2CCN(S(=O)(=O)c3cccc(F)c3)CC2)cc1

Later entries
KDM5B inh,SMILES
47.4%[activator][86.2 µM],CC(=O)Nc1ccc([C@H]2OCC(=O)N(CCN)[C@@H]2CO)cc1
26.0%,O=C1N[C@H](CC(=O)N2CCC(c3noc4cc(F)ccc34)CC2)C(=O)Nc2ccccc21
0.5%,CC(C)CSc1nc2c(c(=O)[nH]c(=O)n2C)n1CC(O)COc1ccc(Cl)cc1 (centres undefined)
-10.3%,CC(=O)c1cn(CC(=O)NCC2(CC(=O)O)CCCCC2)c2ccccc12
?,Nc1nc[nH]c(=O)c1N
-14.7%,Cc1ccc(C(=O)N2CCC3(CC2)SCC(=O)N3c2ccc(Cl)cc2)cc1[N+](=O)[O-]
-4.2%,CC(C)(C)N1CC(C(=O)NCCCc2ccccc2F)CC1=O (centres undefined)
0.9%,Cc1ccc(Cn2c(C3CCN(C(=O)c4ccccc4Cl)CC3)n[nH]c2=O)cc1
22.0%,O=C(O)c1ccc(CNCc2cccc(Oc3ccccc3)c2)cc1
12.4%[86.2 µM],COCCNC(=O)C[C@@H]1C[C@H]2O[C@H](CNC3CCN(C(C)=O)CC3)[C@@H](O)[C@H]2O1
-3.5%,COc1ccc(CC(=O)N(C)CC(=O)Nc2ccccc2SC)cc1
2.2%,O=C1CN(C(=O)c2cncs2)CC(OCc2cccc(F)c2)CN1CCc1ccccc1 (centres undefined)

Sorted by molar mass (largest number first): 3 of the compounds above
KDM5B inh,SMILES
12.4%[86.2 µM],COCCNC(=O)C[C@@H]1C[C@H]2O[C@H](CNC3CCN(C(C)=O)CC3)[C@@H](O)[C@H]2O1
-3.5%,COc1ccc(CC(=O)N(C)CC(=O)Nc2ccccc2SC)cc1
47.4%[activator][86.2 µM],CC(=O)Nc1ccc([C@H]2OCC(=O)N(CCN)[C@@H]2CO)cc1

This is a subset, so the mix of outcomes need not match the whole.
